H37Rv inhibition = M. tuberculosis growth inhibition, HTS (AID 449762); hit rate 0.59% among 330,000; M. tuberculosis H37Rv growth inhibition, 7H9 media; higher % means a stronger effect; inhibition, % at 25 µM, or IC50 in µM where a hit was titrated; in the data active means a potency from the dose series; inconclusive means inhibition above about 70% without an active follow-up result;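 further: bacterial growth assessed after seven days of incubation; strong numbers were not always called active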
Salmonella PhoP GFP = PhoP regulon inhibitors, Salmonella typhi PhoP promoter GFP reporter, confirmatory (AID 1850) | Salmonella Typhi PhoP-promoter GFP reporter, fluorescence, 4 h; higher % means a stronger effect | hit rate 0.33% among 310,000 | inhibition, % at 50 µM; hits with a dose series show IC50 in µM; in the data active means a potency from the dose series; inconclusive means inhibition mostly from about 25% at the one dose, without a potency; inactive means the rest, 99 in 100 with inhibition below about 19%;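 further: 0% = induced wells with vehicle and 100% = uninduced wells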
tuberculosis growth = growth inhibition of non-replicating M. tuberculosis (AID 488890); one-dose inhibition, % at 25 µM; IC50 in µM for titrated hits; Mycobacterium tuberculosis non-replicating, growth inhibition; higher % means a stronger effect; hit rate 0.39% among 320,000; in the data active means a potency from the dose series; inconclusive means inhibition mostly from about 82% at the one dose, without a potency; inactive means the rest, 99 in 100 with inhibition below about 76%;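 further: plate controls were DMSO cells for no effect and high antibiotic wells for full effect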
VEEV TC-83 Vero = inhibitors of VEEV TC-83 cytopathic effect, confirmation, Vero cells (AID 588727); Vero cells, VEEV TC-83 cytopathic effect inhibition; higher % means a stronger effect; inhibition, % at 20 µM, or IC50 in µM where a hit was titrated; hit rate 0.13% among 350,000; in the data active means a potency from the dose series; inconclusive means inhibition mostly from about 14% at the one dose, without a potency; inactive means the rest, 99 in 100 with inhibition below about 12%; further: strong numbers were not always called active
H1N1 NS1A inhibition = H1N1 influenza NS1A inhibitors, functional cell based assay (AID 504329). NS1A functional cell-based assay, percent inhibition; higher % means a stronger effect. inhibition, % at 12.5 µM, or IC50 in µM where a hit was titrated. hit rate 0.3% among 340,000; in the data active means a potency from the dose series; inconclusive means inhibition above about 27% without an active follow-up result; further: strong numbers were not always called active
An asterisk follows results filed as active; i = inactive; ? = inconclusive; . = no result given.

Molecule	H37Rv inhibition	Salmonella PhoP GFP	tuberculosis growth	VEEV TC-83 Vero	H1N1 NS1A inhibition
CNC(=S)N(CCc1c(C)[nH]c2ccccc12)Cc1cc(OC)c(OC)c(OC)c1	-4%	-12%	.	7.6%	30%
N#C/C(C(=O)NCc1ccco1)=C1/SC(Cc2ccc(F)cc2)C(=O)N1c1ccccc1 (stereo not drawn)	0%	-4%	-3%	3.9%	5%
CN1C(=O)N(c2cccc3ccccc23)C(n2cncn2)C1(C)C (stereo not drawn)	-2%	3%	-7%	0.6%	3%
Cc1ccc2c(c1)nnn2C1CCN(CC(=O)N2CCN(c3ccc(F)cc3)CC2)CC1	35µM*	4%	72%	i	3%
CC12CCC(C(=O)NCc3ccc4c(c3)OCO4)(OC1=O)C2(C)C (stereo not drawn)	-5%	4%	2%	0.1%	-4%
CCCC[C@@H]1C[C@H]1[C@@H](NC(=O)c1ccco1)c1ccc(C(=O)OC)cc1	2%	-2%	19%	.	.
COc1ccc2cc(CN(CC3CCCO3)C(=S)Nc3ccccc3)c(=O)[nH]c2c1 (stereo not drawn)	6%	8%	22%	7.0%	13%
CC(NC(=O)COC(=O)c1cccs1)c1ccccc1 (stereo not drawn)	2%	1%	79%	0.9%	-9%
CC1CN(C(=O)CSc2nnc(NC(=O)NC(C)(C)C)s2)CC(C)O1 (stereo not drawn)	3%	7%	-9%	3.0%	-19%
CC(=O)Nc1cccc(OCC(=O)Nc2sccc2C(N)=O)c1	-12%	8%	-18%	0.1%	-17%
Cc1ccc(C)c(N(C)C(=O)c2cc3c(=O)[nH]c4ccc(C)cc4c3s2)c1	0%	17%	-1%	9.1%	-12%
Cc1cc(NC(=O)c2noc3c2CCc2ccccc2-3)no1	1%	6%	-13%	3.0%	20%
CCOC(=O)N1CCN(S(=O)(=O)c2ccc(C(=O)NNc3nc4cc(C)cc(C)c4s3)cc2)CC1	-4%	-3%	-23%	12%	>100µM*
Cc1cc(C(=O)NCC(C)C)c2ccccc2n1	-2%	-5%	-1%	i	6%
Cc1occc1-c1nnc(SCC(=O)NCC2CCCO2)n1C (stereo not drawn)	-5%	3%	.	0.5%	5%
CC(C)NC(=O)CSc1nnc(CNC(=O)OC(C)(C)C)n1C	-9%	0%	-14%	1.5%	0%
O=C(Nc1cc(Br)ccc1O)c1cc(-c2ccc3c(c2)OCO3)on1	12%	2%	11%	0.9%	-1%
COC(=O)C(C)Nc1cccc(Br)c1 (stereo not drawn)	2%	2%	28%	2.4%	0%
CC(=O)N1CCOc2ccc(S(=O)(=O)N3CCC(C(=O)Nc4ccccc4F)CC3)cc21	-4%	1%	-14%	0.7%	-21%
Cc1cccc(NCc2ccccc2O)n1	-6%	11%	-14%	i	13%

Six entries picked at random from those above:
Molecule	H37Rv inhibition	Salmonella PhoP GFP	tuberculosis growth	VEEV TC-83 Vero	H1N1 NS1A inhibition
CCCC[C@@H]1C[C@H]1[C@@H](NC(=O)c1ccco1)c1ccc(C(=O)OC)cc1	2%	-2%	19%	.	.
CC(NC(=O)COC(=O)c1cccs1)c1ccccc1 (stereo not drawn)	2%	1%	79%	0.9%	-9%
COC(=O)C(C)Nc1cccc(Br)c1 (stereo not drawn)	2%	2%	28%	2.4%	0%
Cc1cc(NC(=O)c2noc3c2CCc2ccccc2-3)no1	1%	6%	-13%	3.0%	20%
N#C/C(C(=O)NCc1ccco1)=C1/SC(Cc2ccc(F)cc2)C(=O)N1c1ccccc1 (stereo not drawn)	0%	-4%	-3%	3.9%	5%
Cc1occc1-c1nnc(SCC(=O)NCC2CCCO2)n1C (stereo not drawn)	-5%	3%	.	0.5%	5%

(cont.)
Molecule	H37Rv inhibition	Salmonella PhoP GFP	tuberculosis growth	VEEV TC-83 Vero	H1N1 NS1A inhibition
CC(=O)N1CCN(c2nc(-c3cccs3)nc3ccccc23)CC1	6%	-21%	19%	9.1%	5%
Cc1c(C(=O)N2CCCc3ccccc32)sc2nc(-c3ccccc3)cn12	-4%	4%	32%	8.3%	3%
CC12CCC(C(=O)N(CSC(=S)N/N=C\c3ccccc3O)C1=O)C2(C)C (stereo not drawn)	-5%	4%	?	1.9%	2.1µM*
CCOc1ccccc1NC(=O)COC(=O)C(Cc1ccccc1)NC(=O)c1ccco1 (stereo not drawn)	-3%	.	17%	0.5%	-17%
Nc1ncccc1OCc1cccc(C(F)(F)F)c1	2%	5%	20%	i	4%
O=[N+]([O-])c1nn(-c2ccc3c(c2)OCCO3)n(O)c1=NC1CCCCCC1	?	6%	-2%	i	45µM*
C=CCc1cccc2cc(C(=O)N3CCN(c4ccccn4)CC3)c(=O)oc12	-1%	-7%	2%	3.6%	-3%
NC(=O)c1ccc(NC(=O)CCc2nc3ccccc3s2)cc1	0%	1%	4%	i	7%
Cc1nccn1CCc1n[nH]c(=S)n1Cc1ccccc1	-7%	1%	6%	1.2%	-1%
Cc1cccc(NC(=O)NNC(=O)c2ccc(C)c([N+](=O)[O-])c2)c1	-2%	-6%	11%	0.4%	5%
O=S(=O)(Nc1cc(F)ccc1F)c1cccc2nonc12	-6%	5%	14%	1.5%	-2%
COc1ccc(NS(=O)(=O)c2cc(NC(=O)CCNC(C)=O)ccc2N2CCOCC2)cc1	-7%	0%	-3%	0.5%	2%
CC(C)(Cc1ccc(O)cc1)NC(=O)c1ccccc1	1%	5%	27%	i	1%
CCn1c(SCC(=O)Nc2cc(C)on2)nnc1-c1ccc(OC)cc1	-4%	5%	27%	i	0%
CCc1nnc(NC(=O)c2ccc(S(=O)(=O)N3CCCCC3)cc2)s1	-4%	0%	-5%	1.2%	3%
Clc1c2c(nc3ccccc13)CCC2	-12%	-3%	-14%	0.8%	-3%
Cc1cc(C)n(-c2ncc3c(n2)N(C)CCOC3=O)n1	2%	-12%	-5%	0.3%	-18%
Cc1nnc(C)c2c(C)n(N)c(C)c12	3%	0%	-4%	i	.
Cc1csc(NC(=O)C(NC(=O)c2ccccc2F)C(C)C)n1 (stereo not drawn)	-6%	-11%	7%	3.0%	-16%
CCOCCCNC(=O)c1cc2cc3cc(OC)ccc3nc2o1	0%	2%	32%	2.5%	-2%
Cc1ccc(Sc2ncnc3onc(C)c23)c(C)c1	.	.	.	3.4%	-9%
CCC(CC)C(=O)Nc1cccc(C(=O)Nc2ccc(OC)cc2[N+](=O)[O-])c1	-2%	-1%	3%	i	3%
O=C(CN1C(=O)S/C(=C/c2cccn2-c2ccc(O)cc2)C1=O)N1CCCC1	3%	11%	-10%	1.1%	12%
CC1=C(C(N)=O)C(c2ccc(Cl)cc2Cl)n2ncnc2N1 (stereo not drawn)	2%	-1%	6%	1.2%	-1%
O=C(NCc1n[nH]c(=S)n1-c1ccc(Br)cc1)c1cccs1	-4%	-1%	-2%	?	3%
CN(Cc1ccc2nsnc2c1)Cc1nc(Cc2cccc(F)c2)no1	3%	15%	53%	1.1%	9%
CCCn1nnnc1NCc1ccc(CC)cc1	5%	-7%	8.4µM*	2.2%	4%
Oc1cccc(/C=N/NC(=S)NCCN2CCOCC2)c1O	-2%	12%	3%	5.6%	-12%
CC[C@]1(C(=O)OC)[C@H]2C(=O)N(C)C(=O)[C@H]2[C@H]2CN=C(SCc3ccc(C)cc3)N21	.	.	.	1.1%	-11%
CCCN(CCC)C(=S)NC(=O)c1ccc(-c2ccccc2)cc1	?	-12%	80%	i	-13%
O=C(OCc1cc2ccccc2[nH]c1=O)c1cccnc1	-10%	-6%	-9%	1.6%	-5%
CCOC(=O)/C=c1\s/c(=C\c2sccc2C)c(=O)n1CC(=O)NCc1ccc(C)cc1	1%	-16%	-6%	.	.
COc1cc2ccccc2cc1C(=O)OCC(=O)N(C)c1c(N)n(Cc2ccccc2)c(=O)[nH]c1=O	-5%	3%	-4%	6.4%	-4%
COc1ccc(NC2CCCN(C(=O)CCC3=NNC(=O)CC3)C2)cc1 (stereo not drawn)	-5%	-4%	-13%	i	-7%
Cc1ccc(OCCCC(=O)Nc2ccc(S(=O)(=O)Nc3ccccn3)cc2)cc1	-1%	12%	22%	1.4%	-4%
Cc1noc(NS(=O)(=O)c2ccc(NC(=O)CSc3nnc4c(n3)[nH]c3ccccc34)cc2)c1C	2%	0%	-4%	1.6%	-2%
c1ccc2c(c1)CCN(c1nc3ccccc3n3cnnc13)C2	5%	31%	24%	10%	27%
CSC(=O)NC12CC3CC(CC(C)(C3)C1)C2	-4%	-1%	11%	i	24%
CCN1CCN(c2ccc(S(=O)(=O)N3CCOCC3)cc2NC(=O)c2ccc(Cl)s2)CC1	-8%	2%	-11%	2.0%	-1%
CC(C)n1c(O)c(N=Nc2ccccn2)c2ccccc21	-1%	-3%	69%	4.5%	-5%
O=C(O)CN1C(=O)C(=O)N(Cc2c(F)cccc2Cl)C1=O	-11%	6%	0%	0.4%	-12%
CCCCNC(=O)COC(=O)c1ccc(SC)cc1OC	23%	5%	-8%	2.6%	-9%
CCCCNC(=S)NNC(=O)c1csc(C(C)C)c1	-2%	-3%	42%	i	0%
CCN(c1ccc(C(=O)CN2C(=O)NC3(CCOc4ccccc43)C2=O)cc1)S(C)(=O)=O (stereo not drawn)	2%	.	30%	7.2%	-13%
O=C(NCc1cc(C(F)(F)F)ccc1Cl)c1cccc2c1C(=O)c1ccc(-c3ccc(OC(F)(F)F)cc3)cc1S2(=O)=O	1%	.	1%	.	.
CCOc1ccc(NC(=O)CC(Cc2cc(C)cc(C)c2)C(=O)O)cc1 (stereo not drawn)	-5%	2%	-7%	0.7%	0%
Cc1cc(OCC(=O)N[C@@H](CSCc2ccccc2)C(=O)O)c2c(C)c(C)c(=O)oc2c1	-2%	1%	19%	0.4%	5%
CN1C(=S)SC(/[N+]([O-])=C\c2ccc(Cl)cc2)C1(C)C (stereo not drawn)	-2%	6%	-5%	1.0%	9%
COc1cccc(OC)c1C(=O)N1CCN(Cc2ccc3c(c2)OCO3)CC1	-10%	-2%	-25%	0.3%	-6%
CCOC(=O)C1CCCN(S(=O)(=O)c2ccc3c4c2CC(=O)N4CC(C)S3)C1 (stereo not drawn)	-7%	.	40%	4.6%	-1%
Cc1sc(NC(=O)c2ccccc2)c(C(=O)N2CCN(C)CC2)c1C	-7%	0%	-11%	i	2%
Cc1ccc(C(=O)OCC(=O)NCCc2ccc(S(N)(=O)=O)cc2)o1	-10%	.	-5%	i	3%
COc1ccc(-c2nc(CCNS(=O)(=O)c3ccc4c(c3)OCCO4)cs2)cc1	-11%	-3%	15%	0.4%	2%
Cc1c(C(=O)NC2CC2)oc2ccccc12	0%	.	24%	0.8%	-18%
O=C(NCc1ccccc1)Nc1cccn(Cc2ccccc2)c1=O	9%	-7%	4%	0.5%	6%
CC(=O)N1c2c(ccc3ccccc23)C(C)CC12CCCCC2 (stereo not drawn)	9%	5%	54%	2.9%	8%
CC1(O)C[C@]2(C)N(O)C3CCCC[C@@H]3N2O1 (stereo partly drawn)	-4%	-8%	-13%	0.7%	-5%
O=C(NCc1ccco1)c1ccc(Cn2c(=O)c3ccccc3n(Cc3cccc(Cl)c3)c2=O)cc1	0%	-9%	8%	10%	4%
Cc1ccc(C)c(OCC(=O)N2CCCN(C)CC2)c1	-3%	-4%	-8%	1.0%	-13%
O=C(O/N=C/c1cccc([N+](=O)[O-])c1)C1CC1	64%	-10%	-12%	0.8%	3%

Next compounds follow:
Molecule	H37Rv inhibition	Salmonella PhoP GFP	tuberculosis growth	VEEV TC-83 Vero	H1N1 NS1A inhibition
Cc1ccc(S(=O)(=O)NCCC(=O)NNC(=O)C2COc3ccccc3O2)cc1 (stereo not drawn)	-7%	-10%	-1%	0.9%	-1%
COc1ccc(N2C(=O)C3NN=C(C(=O)OCc4ccccc4)C3C2=O)cc1 (stereo not drawn)	-2%	-5%	-29%	1.7%	-7%
CCn1c(C)nc2cc(-c3nnc(-c4c(-c5ccccc5)noc4C)o3)ccc21	16%	-2%	3%	6.2%	-5%
CCOC(=O)Cc1csc(NC(=O)CSc2nnnn2-c2ccc(C)cc2C)n1	0%	7%	-5%	0.7%	0%
Cc1ccc(NC(=O)C2CCN(c3ncnc4c3nc3n4CCCCC3)CC2)cc1Cl	14%	-5%	46%	2.2%	6%
CC(=O)Nc1c(Cl)c(Cl)c2c(c1Cl)C(=O)c1cc(Cl)ccc1-2	.	.	.	3.2%	-15%
